# dFosB act: activators of mouse delta FosB homodimer | P13346 | purified delta FosB, TAMRA-CDK5 oligo fluorescence polarization; percent of positive-control signal above neutral wells | activation, % at 25 µM | hit rate 0.99% among 340,000;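 active = mean activation above about 17%, with every replicate also reaching it, limit read from the data, passing the limit was not always enough; inconclusive = only one of the two conditions met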;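 note: fluorescence polarization rise as delta FosB binds a TAMRA Cdk5 AP-1 oligo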
# SR-BI DiI-HDL act: activators of SR-BI mediated HDL lipid uptake; activation, % at 12.5 µM; CHO ldlA[mSR-BI] cells, DiI-HDL uptake fluorescence, 3 h; 100 = double the neutral-control signal; hit rate 0.096% among 320,000;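 active = mean replicate activation of at least 60% and every replicate at or above 60%; inconclusive = mean or all-replicate condition met, but not both; inactive = mean below 60% and not all replicates reaching 60%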;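 note: 0% = median plate neutral-control signal and 100% = twice that signal; values of inactives mirror those of a sister screen read the other way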
#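 Assay system: LDL receptor-deficient CHO ldlA cells overexpressing murine SR-BI / Medium: BSA-supplemented, HEPES-buffered Ham's F12, pH 7.4 / Probe or stimulus: DiI-labelled HDL at 10 µg/mL final / Timing: compound with DiI-HDL co-incubation, 3 h at 37 °C / Technique: bottom-read cell fluorescence after medium removal, ex 550/em 595 nm / Measure: HDL uptake via cellular fluorescence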
# PKA-R2B activ: PKA-R2B complex activation. P22694+P31323. PKA-R2B holoenzyme dissociation, Cy5-IP20 fluorescence polarization; R2B truncated from residue 108, S112A mutant; 0% DMSO only, 100% 113 µM cGMP. activation, % at 11.4 µM. hit rate 0.079% among 340,000. AID 504700;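 active = activation above a cutoff set at the mean over all compounds plus 3 SD, cut at about 18% in these data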;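 note: higher means more holoenzyme dissociation and a rise in polarization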
# Arr AP2 block: blocks beta-arrestin peptide binding to AP2 adaptin | hit rate 0.31% among 340,000 | inhibition, % at 10 µM | FITC-arrestin peptide / GST-AP2 beads, flow cytometry; AP2 beta2 appendage carries R879A mutation | AID 504490;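 active = inhibition above a set limit, near 3 SD of compounds lacking own fluorescence, cut at about 54% in these data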;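 note: plate controls were DMSO wells for no effect and 5 µM unlabelled arrestin peptide for full effect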
#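 Material – AP2 appendage R879A on GSH beads · Buffer or medium – PBS with 0.05% Tween 20 and 0.1% BSA · Probe or stimulus – fluorescein-tagged arrestin peptide at 50 nM final · Incubation – compound with beads 12 min RT, then probe 1 h RT · Detection – high-throughput flow cytometry of beads, ex 488, em 535 nm · Evaluation – percent response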
# SR-BI HDL uptake: blocks mouse SR-BI lipid uptake from DiI-HDL; hit rate 0.96% among 320,000; Q61009; ldlA[mSR-BI] CHO cells, DiI-HDL uptake fluorescence, 3 h; inhibition, % at 12.5 µM;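 active = mean replicate inhibition of at least 70% and a set share of replicates each scoring 70 or more; inconclusive = meets just one of the two criteria; inactive = fails both criteria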;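 note: 0% = median of neutral control wells and 100% = median of positive control wells; values of inactives mirror those of a sister screen read the other way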
# NSD2 HMT inh: inhibitors of human histone methyltransferase NSD2; hit rate 0.54% among 310,000; inhibition, % at 12.5 µM; NSD2 peptide methylation, AlphaScreen, 120 min; AID 743445; in the data active = inhibition above about 50%
# SUMO Mot1 rescue: inhibitors of SUMOylation pathway: yeast Mot1-301 growth rescue | S. cerevisiae Mot1-301 growth rescue, ATP luminescence, 38.5C; percent above DMSO median, 100 means doubled | growth rescue, % at 18.8 µM | hit rate 1% among 320,000;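 active = every valid replicate shows activation above 250% relative to neutral control wells; inactive = the rest, any valid replicate at or below 250%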;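 note: OY570 slx delta 5 strain wells were the positive control but not used for scaling; some compounds called inactive have numbers as strong as hits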
# CDK5 p35 inh: inhibitors of human CDK5/p35 kinase; Q00535+Q15078; Recombinant CDK5/p35, ADP-Glo luminescence, 60 min; inhibition, % at 10 µM; hit rate 0.01% among 330,000;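 active = highest replicate inhibition of at least 50% and at least 75% of replicates reaching 50%; inconclusive = only one of the two criteria met; inactive = both criteria failed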;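 note: plate controls were DMSO neutral control for no effect and GW8510 at 10 µM for full effect; many of its hits are not listed in these tables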
# MITF TRPM1 HTS: increases MITF-driven TRPM1 promoter luciferase signal. hit rate 0.75% among 300,000. activation, % at 12.5 µM. AID 588334. SK-MEL-5 TRPM1-promoter luciferase, 24 h; % of positive control, neutral wells = 0;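 active = mean activation of at least 80% with every replicate also reaching 80%; inconclusive = mean reaches 80% but some replicate falls short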;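 note: 0% = neutral control wells and 100% = parthenolide positive control wells; values of inactives mirror those of a sister screen read the other way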
# PKA-R1A activ: activates the PKA-R1A holoenzyme complex; PKA-R1A dissociation, Cy5-IP20 fluorescence polarization; scaled: DMSO 0%, 113 µM cGMP 100%; activation, % at 11.4 µM; hit rate 0.083% among 340,000; AID 504707;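 active = percent activation above the mean of all tested compounds plus 3 SD, cut at about 19% in these data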;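 note: higher means more PKAc released from R1A so a rise in polarization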
# DSG3 Ab inh: inhibitors of pemphigus antibody binding to human desmoglein-3; binding (percent of control), % at 10 µM; DSG3-coupled beads, scFv-anti-DSG3-GFP binding, flow cytometry; stronger effect = lower value; AID 588358; hit rate 0.48% among 310,000; P32926;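 active = binding more than 3 SD below its plate's average and above zero; inconclusive = below that plate limit but binding exactly zero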; note: some compounds called inactive have numbers as strong as hits
# * = called active by the depositor; i = inactive; ? = inconclusive; . = not tested or not shown.
SMILES,dFosB act,SR-BI DiI-HDL act,PKA-R2B activ,Arr AP2 block,SR-BI HDL uptake,NSD2 HMT inh,SUMO Mot1 rescue,CDK5 p35 inh,MITF TRPM1 HTS,PKA-R1A activ,DSG3 Ab inh
C#CCOCCOCCOCCNc1nc(N2CCN(C(=O)C([C@@H](C)CC)n3cc(C(N)Cc4ccc(O)cc4)nn3)CC2)nc(N2CCN(C(=O)[C@H](CCC(=O)O)n3cc(C(N)CC(C)C)nn3)CC2)n1 (stereo partly drawn),-14,25,-2,6,-25,.,-9,-5.2,-4,-16,109
Cc1cc(CN2C(=O)c3ccccc3C2=O)cc(N2CCOCC2)c1,-4,10,-2,3,-10,1,12,-14,9,7,99
Cc1ccc(C(=O)OCC(=O)NCCc2ccccc2)cc1C,-5,-10,-9,-10,10,-5,4,-2.2,3,-2,100
CCOC(=O)CSC1=N/C(=C\c2ccc(OC)c(OC)c2)C(=O)N1C,-7,11,10,2,-11,0,4,-1.2,-2,-5,118
CC(=O)C(C)n1cnc2scc(-c3ccc(C)cc3)c2c1=O (stereo not drawn),-7,-5,1,3,5,-1,55,1.3,2,-3,92
COc1ccc(/C=N/NC(=O)Cc2n[nH]c(=O)[nH]c2=O)cc1,-2,.,-4,13,.,-1,-24,0.7,-13,-4,107
O=C(COC(=O)C1(c2cccc(F)c2)CCCC1)NCc1cccs1,-7,-12,-8,14,12,-2,-4,-2.3,-1,-9,105
O=C1C=C(C2OC(CO)C(O)C2O)C(=O)N1 (stereo not drawn),-7,-2,-4,-1,2,.,.,-2.9,-2,2,98
C=CCn1c(COc2ccccc2F)nnc1SCC(=O)NC(=O)NCc1ccco1,-13,-18,-6,-3,18,2,4,-0.2,-7,2,105
CC(C)NC(=O)CSc1nnc(-c2ccc(F)cc2)c2ccccc12,-9,-67,11,30,67,3,20,1.1,2,3,97
CCOC(=O)c1c(NC(=O)CSc2nnc(-c3ccc(OC)cc3)o2)sc2c1CCC2,-13,0,1,-2,0,1,9,-0.5,7,-2,108
Cc1cccc(OCC(=O)Nc2ccc(NC(=O)c3ccco3)cc2)c1,?,.,5,6,.,-1,.,-0.5,15,-6,.
CCOC(=O)CCC(=O)N1CCNC(=O)C1,-1,.,9,-3,.,.,-6,-1.1,5,-4,98
Cc1ccc(S(=O)(=O)Nc2ccccc2F)cc1C(=O)NCc1ccco1,0,4,2,-15,-4,0,.,0.2,-3,3,103
CC(=O)N1c2ccc(S(=O)(=O)N3CCC(C(=O)Nc4ccccn4)CC3)cc2CC1C (stereo not drawn),-3,0,-14,-7,0,.,-10,-2.5,-4,1,.
Cc1ccc(C(=O)Cc2cc3ccccc3oc2=O)c(C)c1,3,-18,-1,-10,18,-1,170,0.9,34,-3,95
CCCCn1c(N)c(N(CCC(C)C)C(=O)C2CC(=O)N(c3ccc(OC)cc3OC)C2)c(=O)[nH]c1=O (stereo not drawn),1,2,-3,-8,-2,2,-5,1.4,13,-6,106
CCO[C@H]1OC(C(=O)N2CCOCC2)=C[C@@H](c2ccccc2)[C@@H]1CCCO,4,38,2,-1,-38,.,4,-1.3,-1,-1,100
O=C(Nc1ccc2c(c1)OCO2)c1cc2n(n1)C(C(F)(F)F)CC(c1ccccc1)N2 (stereo not drawn),4,-9,-7,21,9,11,-17,-2.3,.,-3,98
C=CCn1c(SCC(=O)Nc2cc(NC(C)=O)ccc2OC)nnc1-c1ccccn1,-6,0,-1,4,0,-1,-6,3.1,-11,-5,95
CC/C(=N\NC(=O)c1ccc2c(c1)OCO2)c1ccccc1,-3,1,1,14,-1,-1,2,-0.2,5,-13,108
O=C(CSc1ccc(F)cc1)N1CCN(S(=O)(=O)c2ccccc2)CC1,1,11,-10,7,-11,3,-1,-5.7,0,-2,96
CC(Sc1nnc(-c2ccccc2)c(-c2ccccc2)n1)C(=O)Nc1ncc(Cl)cc1Cl (stereo not drawn),4,-4,-8,.,4,1,7,0.9,7,3,101
CCCCNC(=O)c1cccc2c(=O)c(C)c(-c3ccccc3)oc12,2,38,-18,-6,-38,-4,-4,1.0,-8,-13,95
CS(=O)(=O)c1ccc(Cl)c(NC(=O)COC(=O)CNC(=O)c2ccccc2)c1,-1,2,1,4,-2,0,-20,-0.4,1,4,97
CC(=O)Nc1ccc(S(=O)(=O)N2CCN(CCN3CCOCC3)CC2)cc1Cl,4,5,-6,38,-5,1,-34,0.5,1,10,111
CN(C(=O)COC(=O)c1ccc(Br)o1)c1c(N)n(Cc2ccccc2)c(=O)[nH]c1=O,5,15,-1,-2,-15,.,19,0.7,-6,-9,105
O=C(O)c1nn2cc(CCO)cnc2c1Cl,-6,-4,-5,-8,4,0,-3,-6.5,-5,-1,103
CCOC(=O)c1c(C)[nH]c(C)c1S(=O)(=O)NCCc1cccs1,-9,4,-6,27,-4,3,1,0.5,-12,0,102
CCn1cc(C2=NOC(C(=O)Nc3cc(C)nn3-c3ccccc3)C2)c(C)n1 (stereo not drawn),2,8,-9,-5,-8,-1,1,1.2,-20,-9,100
O=C(O)c1cc(N/N=C/C(Cl)=C/c2ccccc2)ccc1Cl,-5,25,1,15,-25,.,6,-0.1,-58,8,104
Cc1cc(C)[n+](-c2ccc(Oc3ccccc3)c(S(=O)(=O)[O-])c2)[nH]1,-3,9,-4,22,-9,0,-1,1.0,-7,2,103
COC1OC(COC(=O)c2ccccc2)C(OC(=O)c2ccccc2)C1OC(=O)c1ccccc1 (stereo not drawn),-18,5,7,10,-5,-3,-6,-0.4,-13,-4,105
C/C(=N/NC(=O)c1cccs1)c1c(C)[nH]n(-c2nc3ccccc3s2)c1=O,-3,-107,-14,12,107*,5,-34,3.4,24,-12,106
Cc1c(N=Cc2cccnc2)c(=O)n(-c2ccccc2)n1C,5,4,-11,-4,-4,-1,12,-1.2,0,-11,99
CCCOc1ccc(N2C(=O)CC(N(Cc3ccc(OC)cc3)C(=S)Nc3ccccc3)C2=O)cc1 (stereo not drawn),-6,-51,-1,3,51,-1,-20,0.3,-1,-7,.
COc1ccc2[nH]c3c(=O)n(N)c(=O)[nH]c3c2c1,6,1,-4,-2,-1,-2,-2,1.3,-11,11,93
CNc1nc2c(c(=O)n(C)c(=O)n2C)n1Cc1ccccc1,7,14,4,-3,-14,-2,-12,0.0,-19,-11,107
O=C(COc1ccccc1O)Nc1ccc(Cl)cc1,-2,-17,-14,-1,17,5,9,-1.2,13,2,106
OC(COc1ccc2cc(Br)ccc2c1)CN1CCCC1 (stereo not drawn),-4,0,-10,-5,0,5,36,-1.3,64,-3,108
COc1ccc(C(=O)OCC(=O)Nc2ccc(F)cc2F)cc1OC,1,-2,-2,18,2,-1,4,-0.5,-2,-5,102
CC(=C\c1ccccc1)/C=C1/SC(=S)N(CCCC(=O)O)C1=O,-3,11,11,11,-11,.,-18,-0.6,.,-3,105
Cn1c(=O)cc(Cl)[nH]c1=O,-2,-7,7,13,7,-2,-9,-6.2,1,-2,90
CCOc1ccc(NC(=O)C(=S)NC2CCCCC2)cc1,-6,-27,9,-12,27,-6,-6,1.3,136*,-2,101
COc1cc(CCC(=O)Nc2ccc(C)c(S(=O)(=O)N(C)C)c2)cc(OC)c1OC,-2,-60,0,7,60,-3,10,0.1,3,-8,96
O=C(c1c(Cl)cccc1Cl)N1CCN(c2ncccn2)CC1,-4,4,-2,8,-4,-1,9,-1.4,0,-4,102
CCOC(=O)C(=Cc1ccc(Br)cc1)C(=O)OCC,-2,32,-3,-12,-32,-1,-39,-1.9,4,-2,101
CC(C)CCC[C@@H](C)[C@H]1CC[C@H]2[C@@H]3C(=O)C=C4C[C@@H](O)CC[C@]4(C)[C@H]3CC[C@]12C,-4,-23,-1,0,23,.,i,0.7,14,5,98
CCN(CC)S(=O)(=O)c1cc(NC(=O)C(C)N2CCN(c3ccccn3)CC2)ccc1C (stereo not drawn),-5,-8,-5,-14,8,0,7,1.4,-6,-7,115
Oc1ccc(/C=N/N2CCN(C3c4ccccc4-c4ccccc43)CC2)cc1,4,.,-6,-3,.,1,-12,-6.4,3,4,116
COc1ccc(-c2noc(CN(C)CCC3CCCCO3)n2)cc1 (stereo not drawn),2,10,0,-3,-10,-10,0,-3.2,11,10,107
Cc1ccc(NC(=O)CN(C)CC(=O)N(CC(C)C)c2c(N)n(CC(C)C)c(=O)[nH]c2=O)c(C)c1,-6,41,9,-1,-41,-2,-1,-0.7,5,-3,.
COc1ccc(N(C)S(=O)(=O)c2cccc(C(=O)NCC(c3ccco3)N3CCCC3)c2)cc1 (stereo not drawn),-2,10,9,-1,-10,1,-5,-0.6,2,-12,112
Cc1onc(-c2c(F)cccc2Cl)c1C(N)=S,3,12,-4,-14,-12,-1,66,-7.0,6,0,102
CCOC(=O)C1(Cc2cccc(OC)c2)CCN(CCO)CC1,4,24,-10,-1,-24,-1,-12,-1.1,-6,4,100
COc1ccc(COC(=O)C2=C(C)NC(=O)NC2c2cccc(Br)c2)cc1 (stereo not drawn),-11,-16,-7,18,16,-3,0,0.8,-3,-8,96
COc1ccc(-c2cc(C(=O)Nc3ccc(C(N)=O)cc3)c3ccccc3n2)cc1OC,8,-48,-9,-3,48,-2,7,0.5,7,1,85
CN(CC(=O)Nc1ccccc1Cl)C(=O)c1ccccc1SCC(=O)N1CCCC1,-4,25,3,30,-25,-1,238,-0.8,-9,-6,95
COc1ccc(NC(=O)C2CCCN(S(=O)(=O)c3cnc[nH]3)C2)cc1 (stereo not drawn),-4,4,-7,6,-4,.,-9,0.3,3,-1,105
